WRN inhibitor: inhibitors of human WRN helicase; Q14191; WRN helicase unwinding, fluorescent forked duplex, kinetic; Potency, µM (titrated, usually from 114 µM), for the others: top-dose activity change, negative = inhibition, hits mostly inhibitors; 360,000 compounds, 0.46% hits; further: potency means the concentration at half of the fitted maximal effect; on the % scale 0 is the no-effect control and ±100 the full control effect; nearly all actives have a fitted effect of over 55% in size
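WRN at 20 nM final was preincubated with compound for 15 min at room temperature; reaction started with 100 nM forked duplex oligonucleotide carrying fluorophore and quencher plus 2 mM ATP (final). Unwinding followed kinetically by red fluorescence (ex 525/em 598 nm).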
PLK1 PBD block: inhibitors of human PLK1 polo-box domain binding; P53350; Plk1 PBD binding of FITC phosphopeptide, fluorescence polarization; Potency, µM, for inactives: max response, negative = inhibition, hits mostly inhibitors; 360,000 compounds, 2.8% hits; AID 720504; further: potency means the concentration at half of the fitted maximal effect; series mostly up to about 57 µM; on the % scale 0 is the no-effect control and ±100 the full control effect; nearly all actives have a fitted effect of over 65% in size
MmCpn inh: M. maripaludis TRiC chaperonin inhibition; purified Mm-Cpn ATPase, ADP Transcreener TR-FRET; 330,000 compounds, 0.031% hits; Potency, µM (top dose mostly 76.9 µM), without a hit: top-dose activity, negative = inhibition, hits mostly inhibitors; AID 504842; further: potency means the concentration at half of the fitted maximal effect; on the % scale 0 is the no-effect control and ±100 the full control effect; nearly all actives have a fitted effect of over 80% in size
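ATPase read-out: TR-FRET ADP immunoassay (anti-ADP Eu cryptate vs ADP-d2), ex 320 nm, em 590/665 nm; signal drops as ADP forms. Enzyme 25 nM, ATP 10 uM, 30 min at 37°C after 10 min compound preincubation.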
EPAC2 antag: blocks human EPAC2 exchange factor | Q8WZA2 | EPAC2 GEF exchange of Rap1B-BODIPY-GDP, fluorescence | Potency, µM (series often up to 114 µM), inactives show at the highest dose activity, negative = inhibition, actives largely listed as inhibitors | 360,000 compounds, 0.18% hits; further: potency means the concentration at half of the fitted maximal effect; on the % scale 0 is the no-effect control and ±100 the full control effect; nearly all actives have a fitted effect of over 45% in size; many of its hits are not listed in these tables
EPAC1 antag: EPAC1 (human) antagonism. AID 720709. O95398. Potency, µM (titrated, usually from 115 µM), for inactives: at the highest dose activity change, negative = inhibition, usual class: inhibitors. EPAC1 GEF assay, Rap1b-BODIPY-GDP exchange fluorescence. 360,000 compounds, 0.14% hits;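 further: potency means the concentration at half of the fitted maximal effect; plate controls were vehicle for no effect and positive control for full effect; nearly all actives have a fitted effect of over 50% in size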
PI5P4K alpha inh: inhibitors of human PI5P4K alpha. 330,000 compounds, 1.2% hits. max response, %. P48426. PI5P4Kalpha enzyme, ADP-Glo luminescence, 60 min; hits give low values; active means max response of -50% or lower; inconclusive means between -30% and -50%; inactive means -30% or higher; further: value at the top dose of about 77 µM; on the % scale 0 is the no-effect control and ±100 the full control effect
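PI5P4Kalpha ADP-Glo assay; 5 microM ATP final; 60 min RT reaction; HEPES pH 7.4/EGTA/CHAPS, 5% DMSO; controls lacking substrate or enzyme; luminescent end-point.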
CCT chaperon mod: modulators of cytosolic chaperonin (CCT/TRiC) activity; purified chaperonin ATPase assay, HTRF ADP detection, 30 min; activity change, % (no concentration beside the values), hits read low; 360,000 compounds, 0.3% hits; AID 651819; in the data active means activity change below about -30%; further: on the % scale 0 is the no-effect control and ±100 the full control effect
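First, chaperonin was dispensed at 40 nM or 20 nM final depending on batch activity. Next, compounds were pinned at 76 uM and ATP added at 10 uM. After 30 min at 37 °C, ADP detection reagents ran 30 min at ambient temperature.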
EPAC1 ag: EPAC1 (human) agonism; 360,000 compounds, 0.073% hits; Potency, µM (doses to about 154 µM), for the others: at the top dose activation, hits mostly activators; EPAC1 agonist qHTS, biochemical assay; response scale: 100% = response to 6.5 mM cAMP; AID 720707; further: potency means the concentration at half of the fitted maximal effect; nearly all actives have a fitted effect of over 60% in size
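EPAC1 100 nM, Rap1B–BODIPY-GDP 250 nM, unlabeled GDP 50 uM; compound titration; 5 min RT; kinetic read ex480/em540 at 5-min intervals ×30 min; data normalized to 6.5 mM cAMP agonist control.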
An asterisk follows results filed as active; u = inconclusive; x = not tested or not shown; & = joins results of further samples; [ ] = another dose, or the depositor's remark. Unless noted, the call rests on the fitted dose curve; in most records, active means well fitted curve in the direction sought with a large enough effect; inconclusive means small, poorly fitted or top-dose-only effect, or another doubt; inactive means no such curve, though single readings can be large; an effect the other way counts as inactive or inconclusive.

Under each structure: WRN inhibitor	PLK1 PBD block	MmCpn inh	EPAC2 antag	EPAC1 antag	PI5P4K alpha inh	CCT chaperon mod	EPAC1 ag
- COc1cccc(NC(=O)COC(=O)CC2CC3CCC2C3)c1 (stereo not given)
→ -2%	-20%	1%	-14%	-16%	2	0.1	1%
- O=C(CC1CC2CCC1C2)Nc1nc(-c2ccccn2)cs1 (stereo not given)
→ 0%	u	-1%	1%	-18%	-19	-2.7	-10%
- Cc1cc(OCc2ccc(C(=O)Nc3ccc(C(=O)O)cc3)o2)ccc1Cl
→ -12%	-29%	0%	u	-20%	-24	0.0	-20%
- CCOC(=O)N1[C@@H]2C=C(C)[C@@H]2[C@@H]2[C@@H](C)C(=O)N21
→ -2%	4%	1%	10%	0%	1	-0.8	-1%
- Cc1ccc(S(=O)(=O)N(CCCO)CC(O)CON=C2c3ccccc3-c3ccccc32)cc1 (stereo not given)
→ -6%	9%	-2%	-10%	u	5	-1.6	6%
- Cc1cccc(NC(=S)N2CCN(c3ccccn3)CC2)c1
→ -2%	-8%	1%	6%	3%	4	-1.4	8%
- COc1ccc(CNC(=O)c2ccc(C(C)C)cc2)cc1
→ -9%	-2%	1%	-9%	6%	-2	3.0	3%
- Cc1ccc(OCc2nnc(SCC(=O)N3c4ccccc4Sc4ccc(Cl)cc43)o2)cc1
→ -3%	-14%	1%	-3%	-13%	1	-2.4	-5%
- COc1ccc(NC(=O)CCn2c(=S)[nH]c3ccccc3c2=O)cc1
→ -8%	-5%	-3%	-4%	3%	0	1.1	5%
- Cc1cc(C)nc(SCC(=O)NCC2COc3ccccc3O2)n1 (stereo not given)
→ -1%	-5%	1%	7%	8%	-8	-1.5	9%
- CC(C)NC(=O)N1Cc2cc(C(=O)NC3CCCCC3)nc(-c3cccc(-c4cccnc4)c3)c2[C@@H]1CCO
→ -1%	-3%	x	2%	-15%	-7	-3.8	2%
- COc1ccc(NC(=S)NC(=O)c2ccc(Br)o2)cc1
→ 3%	-5%	0%	-9%	2%	-1	-0.2	4%
- COc1cc2ccccc2cc1C(=O)N(CCN(C)C)c1nc2c(F)cc(F)cc2s1
→ -4%	-10%	0%	-28%	3%	0	-3.2	24%
- CCSC1=C(C#N)C(c2ccccc2C)CC(=O)N1 (stereo not given)
→ -10%	2%	0%	18%	21%	x	-19	-1%
- CC1CCCCC12NC(=O)N(CC(=O)N1CCc3ccccc3C1)C2=O (stereo not given)
→ 6%	-3%	-3%	-3%	3%	-8	-3.0	0%
- O=C(N/C(=C\c1ccc([N+](=O)[O-])cc1)C(=O)N1CCCCC1)c1ccc(Br)o1
→ 3%	-8%	-3%	-10%	7%	0	-3.0	5%
- CCSc1nc2ccccc2n1CC(=O)OC
→ -4%	2%	-1%	1%	-2%	0	-1.4	1%
- COc1ccc(CC(=O)O/N=C(\N)Cc2ccc(OC)cc2)cc1
→ -10%	1%	0%	8%	7%	x	1.6	6%
- Cc1cc2c(cc1C)N(C(=O)CSc1nncn1C)C(C)(C)c1ssc(=S)c1-2
→ -7%[57.1 µM]	-12%	0%	-4%	-14%	x	-1.2	12%
- CC1CCC(CN2CCN=C2N(C)C)CC1 (stereo not given)
→ -1%	-4%	-1%	6%	-24%	-3	-2.0	3%
- CC(=O)Nc1sc(N/N=C\c2ccc(O)cc2)nc1-c1cccs1
→ -10%	27µM*	-2%	-9%	-4%	-25	0.1	5%
- CCOc1ccc(NC(=O)c2ccc(Cl)c(NC(=O)c3ccco3)c2)cc1
→ -3%	-6%	-2%	-1%	2%	-2	1.7	2%
- O=C(NCc1ccccc1)c1cc2ccc(O)cc2oc1=O
→ -8%	19µM*	-13%	-9%	3%	-66*	2.5	1%
- COc1ccccc1CNC(=O)CCC(=O)N1Cc2cccc(OC)c2Oc2ncccc21
→ 3%	8%	-1%	2%	-4%	-4	0.0	10%
- CCN(C(=O)Cn1ccc(C(F)(F)F)n1)c1c(N)n(Cc2ccccc2)c(=O)[nH]c1=O
→ -1%	-3%	-1%	-1%	-1%	7	0.8	-5%
- CCOc1ccccc1-n1nnnc1SCC(=O)Nc1cc(C)on1
→ 3%	-6%	2%	9%	-4%	x	-3.1	-4%
- Cc1ccc(C(=O)N2CCN(c3ccc(C(F)(F)F)cn3)CC2)o1
→ 5%	-1%	1%	16%	2%	-3	-1.8	-6%
- CN(c1ccccc1)S(=O)(=O)c1ccc(C(=O)Nc2nnc(C3=COCCO3)o2)cc1
→ 0%	u	1%	-13%	-1%	-27	-1.4	7%
- CC(C)(C)n1nnnc1C(c1cccs1)N(Cc1cccnc1)Cc1ccco1 (stereo not given)
→ -5%	-6%	1%	-5%	0%	-4	-2.6	6%
- Cc1cc(OCC(=O)NNC(=O)c2cccnc2)cc(C)c1Cl
→ 0%	-12%	0%	18%	16%	1	3.5	-10%

Molecules above that have fluorine, in the order listed:
Under each structure: WRN inhibitor	PLK1 PBD block	MmCpn inh	EPAC2 antag	EPAC1 antag	PI5P4K alpha inh	CCT chaperon mod	EPAC1 ag
- COc1cc2ccccc2cc1C(=O)N(CCN(C)C)c1nc2c(F)cc(F)cc2s1
→ -4%	-10%	0%	-28%	3%	0	-3.2	24%
- CCN(C(=O)Cn1ccc(C(F)(F)F)n1)c1c(N)n(Cc2ccccc2)c(=O)[nH]c1=O
→ -1%	-3%	-1%	-1%	-1%	7	0.8	-5%
- Cc1ccc(C(=O)N2CCN(c3ccc(C(F)(F)F)cn3)CC2)o1
→ 5%	-1%	1%	16%	2%	-3	-1.8	-6%

Further entries
Under each structure: WRN inhibitor	PLK1 PBD block	MmCpn inh	EPAC2 antag	EPAC1 antag	PI5P4K alpha inh	CCT chaperon mod	EPAC1 ag
- CCOc1ccc2nc(NC(=O)C3CCCN(S(=O)(=O)c4cccc5nonc45)C3)sc2c1 (stereo not given)
→ -5%	13%&-2%	0%	3%	2%	x	3.6	4%
- O=C(CNC(=O)Cc1ccccc1)N=Nc1c(O)[nH]c2ccc(Br)cc12
→ -20%	0%	-1%	-7%	-10%	-7	1.2	7%
- COCCN(C(=O)COC(=O)C1=COCCO1)c1c(N)n(Cc2ccccc2)c(=O)[nH]c1=O
→ -5%	1%	0%	13%	-13%	2	0.2	5%
- O=C(NCCSCc1ccco1)c1ccc(CN2CCOCC2)cc1
→ 2%	-4%	3%	8%	-4%	x	-4.5	-5%
- COc1ccc(C2SCC(=O)N2c2ccc(OC)cc2)cc1 (stereo not given)
→ -1%	-17%	-3%	-20%	11%	-3	-1.5	2%
- O=C(CSc1cccc[n+]1[O-])c1ccc(Cl)cc1
→ -2%	u	2%	-1%	2%	-1	-1.1	2%
- COc1ccc(C(=O)Nc2cc(OC)ccc2OC)cc1
→ 4%	-3%	-3%	1%	9%	-1	-3.6	-4%
- COc1ccc(Cl)cc1-c1nc(-c2ccncc2)no1
→ 1%	1%	-10%	5%	1%	-2	-1.0	-12%
- COC(=O)c1cc(NS(=O)(=O)c2ccc(C)c3ccccc23)ccc1N1CCOCC1
→ -23%	-7%	0%	-4%	u	19	-1.5	10%
- O=C(Nc1ccc(Oc2ccc3ccccc3c2)cc1)c1ccco1
→ -2%	-2%	-7%	-13%	-28%	-3	1.2	28%
- Cc1ccc(C2CC(c3ccccc3)=NN2C(=O)CSc2nnc(-c3ccncc3)n2C)o1 (stereo not given)
→ -2%	-7%	0%	-8%	4%	3	-6.5	3%
- COc1ccc(C2C3C(=O)N(N(C)c4ncc(C(F)(F)F)cc4Cl)C(=O)C3ON2C)cc1 (stereo not given)
→ 1%	-1%	2%	-1%	-8%	-2	-2.0	-13%
- Cc1cccc(N2CCN(C(=O)c3ccc4c(c3)OCCO4)CC2C)c1 (stereo not given)
→ -27%	-9%	0%	0%	-11%	1	0.6	10%
- O=C(NCCc1ccccc1)C1CCCN1C(=O)Nc1ccccc1 (stereo not given)
→ 5%	6%	1%	-15%	8%	0	0.4	-4%
- COc1ccc(Br)cc1/C=C/C(=O)Nc1ccc2ccccc2c1
→ 5%	1%	-13%	4%	6%	2	2.0	0%
- COC(=O)Cn1cc([N+](=O)[O-])nc1C
→ 2%	-10%	1%	6%	-10%	0	-2.3	-11%
- Cc1cc(NC(=O)c2ccccc2)sc1C
→ -4%	u	x	-1%	-13%	-4	0.8	16%
- CN(C)CC(O)c1ccc(C=Cc2ccc(Cl)cc2)cc1 (stereo not given)
→ 1%	2%	x	-1%	13%	0	-0.2	3%
- O=C1OCCC/C1=C\c1ccc2c(c1)OCO2
→ 1%	-5%	-3%	2%	4%	-24	0.0	-6%
- COc1ccccc1N1CCN(S(=O)(=O)c2ccccc2)CC1
→ 2%	-5%	1%	-3%	-3%	x	-3.0	5%
- COC(=O)NNC(=O)C1CCC(C)CC1 (stereo not given)
→ -24%[57.1 µM]	3%	0%	24%	21%	-9	1.3	1%
- CCOc1ccc(S(=O)(=O)NCCC(=O)NCC(c2ccc(F)cc2)N2CCOCC2)cc1 (stereo not given)
→ 6%	-10%	0%	9%	8%	-3	-1.3	-8%
- CCCn1c(N2CCN(C(=O)Nc3ccccc3)CC2)nc2ccccc21
→ 6%	1%	-4%	8%	0%	-5	2.1	-13%
- Cc1c(C)c2ccc(OC(C)C(=O)N[C@@H](Cc3c[nH]c4ccccc34)C(=O)O)c(C)c2oc1=O (stereo not given in full)
→ -4%	-8%	-6%	u	-22%	-26	-2.2	-22%
- COc1cc(C(=O)Nc2ccccc2N2CCOCC2)ccc1OCC(=O)N1CCOCC1
→ 16%	-9%	1%	-4%	5%	-7	0.8	4%
- Oc1cccc(Nc2ncnc3c2oc2ccccc23)c1
→ -3%	2%	-1%	4%	-11%	-3	-5.0	6%
- CCN(CC)CC(=O)c1c[nH]c2ccc(OC)cc12
→ -5%	-2%	-1%	1%	7%	-15	0.8	0%
- Cc1ccc(NC(=O)CC(=O)NCCN2CCOCC2)cc1
→ -2%	0%	1%	4%	1%	x	1.0	0%
- CS(=O)(=O)N(CC(=O)NCc1cccnc1)Cc1ccc(Cl)cc1
→ -3%	-7%	-1%	-1%	3%	x	-1.7	-3%
- O=C(/C=C/c1ccc([N+](=O)[O-])cc1)OCC(=O)N1c2ccccc2Sc2ccccc21
→ 0%	-25%	-1%	-7%	u	3	-0.2	3%
- COC/C=C/C1=CC2=CC(=O)C(C)(OC(=O)C3CCCC3)C(=O)C2=CO1 (stereo not given)
→ 79µM*	24µM*	1%	-1%	u	-65*	-1.5	-7%
- COc1ccc(N2C(=O)CCC(C(=O)O)C2c2ccc(OC)c(OC)c2)cc1 (stereo not given)
→ 10%	-4%	-1%	6%	11%	x	1.8	2%
- Cc1onc(C(=O)N2CCN(Cc3ccccc3)CC2)c1[N+](=O)[O-]
→ 3%	-9%	-3%	10%	-12%	-2	-1.1	-5%

Screening results as filed in PubChem BioAssay.

An excerpt; count on the stated rates, not on these rows.
